Screens from PubChem.
PPARg SRC2 recr: PPARgamma-driven SRC-2 recruitment agonism | PPARgamma LBD-SRC-2 recruitment, biochemical | activation, % at 8 µM | 200,000 tested, 0.34% active; in the data active = activation above about 22%;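 also: 0% = vehicle and 100% = reference agonist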
Target sequence (P37231 whole entry, looked up, the tested form may be a part): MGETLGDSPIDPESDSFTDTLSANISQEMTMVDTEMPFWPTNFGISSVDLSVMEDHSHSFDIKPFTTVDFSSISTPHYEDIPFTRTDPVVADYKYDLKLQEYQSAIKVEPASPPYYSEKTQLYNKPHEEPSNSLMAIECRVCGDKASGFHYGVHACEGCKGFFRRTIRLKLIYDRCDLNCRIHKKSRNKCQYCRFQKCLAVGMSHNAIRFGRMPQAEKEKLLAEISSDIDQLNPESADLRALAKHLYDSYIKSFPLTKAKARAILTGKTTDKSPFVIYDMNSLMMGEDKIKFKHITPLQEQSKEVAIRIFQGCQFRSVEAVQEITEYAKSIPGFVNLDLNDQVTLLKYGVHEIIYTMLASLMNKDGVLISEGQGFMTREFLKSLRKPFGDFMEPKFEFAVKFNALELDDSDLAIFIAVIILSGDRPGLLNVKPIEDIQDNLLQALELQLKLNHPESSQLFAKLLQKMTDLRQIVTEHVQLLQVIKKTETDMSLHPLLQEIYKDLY
PPARg SRC-3 ag: promotes SRC-3 coactivator recruitment by human PPARgamma. activation, % at 8 µM. AID 731. 200,000 tested, 0.26% active. P37231. biochemical PPARgamma/SRC-3 coactivator recruitment assay; in the data active = activation above about 23%;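 also: 0% = DMSO and 100% = reference agonist; some compounds past the cut are filed as inactive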
RAM network inh: inhibitors of the yeast RAM network. AID 868. inhibition, % at 50 µM. S. cerevisiae dse1pr::URA3 reporter, 5-FOA growth OD615, 2 d; analog-sensitive cbk1-as2 kinase mutant strain. 190,000 tested, 1.8% active;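 active = inhibition above a set limit, 3 SD over mean compound inhibition, cut at about 8.4% in these data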;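 also: 0% = DMSO-only wells with no growth and 100% = 10 µM 1-NA-PP1 full growth; inhibition rescues growth on 5-FOA so higher OD means more RAM inhibition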
PPARg SRC1 recr: promotes SRC-1 coactivator recruitment by human PPARgamma; P37231; PPARgamma-SRC-1 coactivator recruitment biochemical assay; activation, % at 8 µM; 200,000 tested, 0.41% active; in the data active = activation above about 19%;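 also: 0% = DMSO and 100% = reference agonist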
ROMK primary: modulates human ROMK potassium channel activity. P48048. 130,000 tested, 2% active. Tet-inducible ROMK, thallium flux fluorescence; actives lie on both sides. B-score at 10 µM;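 active = signal ratio slope over the read window, or its plate-corrected B-score, at least 3 SD from the plate mean, either direction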;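 also: B-score of the F/F0 ratio slope over 7 to 12 s after thallium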
HMGR II inh: blocks class II HMG-CoA reductase of Enterococcus faecalis | purified E. faecalis HMGR, NADPH absorbance 340 nm kinetic | inhibition, % at 10 µM | 190,000 tested, 0.41% active | AID 1066;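 active = inhibition above a set limit, the median over all tested compounds plus 3 SD, cut at about 9.5% in these data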;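 also: enzyme runs in reverse so mevalonate oxidation gives rising NADPH absorbance; 0% = complete reaction with DMSO and 100% = background rate lacking mevalonate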
S1P3 antag: S1P3 (human) receptor antagonism; 170,000 tested, 0.27% active; Q99500; CHO S1P3 NFAT-BLA reporter, FRET fluorescence, antagonist mode; inhibition, % at 4.98 µM;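 active = inhibition above the plate cutoff, the mean inhibition of test wells on that plate plus 3 SD, cut at about 28% in these data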;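 also: cells challenged with S1P at its EC80 of 0.8 µM; blue over green emission ratio from cleaved BLA substrate after 4 h stimulation; 0% = S1P-stimulated wells and 100% = unstimulated DMSO-only wells; some compounds past the cut are filed as inactive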
Lmaj promast: reduces viability of Leishmania major promastigotes. resazurin fluorescence viability. inhibition, % at 10 µM. 200,000 tested, 9% active; in the data active = inhibition above about 50%;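 also: promastigotes grown with compound for 44 hours at 28 °C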
SRC2 TRFRET art: counter-screen for PPARgamma SRC-2 recruitment agonists: TR-FRET artefact; active compounds read high; 200,000 tested, 0.4% active; TR-FRET ratio at 8 µM; in the data active = TR-FRET ratio above about 2000; also: inactives centre near 1500; reference of the scale not given here
Redox H2O2 prof: compounds producing H2O2 with reducing agent – biochemical, NIH compound library profiling, artefact control for MLSCN library redox annotation, primary screen; DTT-dependent redox cycling H2O2, phenol red/HRP absorbance; 100% = 100 µM peroxide control, 0% = buffer; activation, % at 10 µM; 200,000 tested, 0.03% active; AID 878;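 active = activation of at least 50% relative to the plate's high and low controls in the primary single-dose screen; inactive = activation below 50%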;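 also: compound incubated with DTT at 0.8 mM final as the reducing agent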
bIAP inhibitor: blocks bovine intestinal alkaline phosphatase activity; purified bovine IAP, CDP-star luminescence, 30 min; inhibition, % at 20 µM; 190,000 tested, under 10 active; AID 1019;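 active = over 50% inhibition of intestinal alkaline phosphatase at 20 µM in the single-dose screen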
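System: purified bovine intestinal alkaline phosphatase (IAP) enzyme; Input: IAP diluted 1/65,000,000 in the well; Measured by: CDP-star luminescence signal; Compound dosing: 20 µM single dose; Incubation: 30 min reaction at room temperature.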
* hit, by the source's call; x = not tested or not shown.

1. C=CCSC1=N/C(=C\C=C\c2ccco2)C(=O)S1
2. COc1cccc(CNc2ccccc2O)c1OCc1ccccc1F
3. CC(C)CN(C(=O)CN1CCN(c2ccc(O)cc2)CC1)c1c(N)n(CC(C)C)c(=O)[nH]c1=O
4. COc1ccc(NC(=S)N2CCN(C(=O)C3CCCO3)CC2)c(OC)c1 (stereo not drawn)
5. C=CCNc1cc(C)oc(=O)c1C(=O)CC
6. Nc1ccc(C(=O)OCCCc2nc3ccccc3[nH]2)cc1
7. COc1ccc(C2CC(=O)NC3=C2C(=O)CCC3)cc1Cl (stereo not drawn)
8. Cc1ccc(NC(=S)N2CCCC2)cc1
Screen / compound no.,1,2,3,4,5,6,7,8
S1P3 antag,-31,-18,7,-23,-2,-20,-17,3
SRC2 TRFRET art,1615,1724,1572,1572,1380,1588,1489,1467
RAM network inh,1.0,2.0,0.9,0.8,-1.1,1.7,0.8,-0.9
ROMK primary,0.0011,1.2,0.006,0.14,0.068,x,0.15,0.58
PPARg SRC2 recr,0,9,9,-4,6,-1,1,-4
Redox H2O2 prof,-3.1,-0.1,-0.6,-0.1,0.1,-0.3,0.6,-0.5
Lmaj promast,1,62*,-5,25,2,4,5,-4
bIAP inhibitor,4,1,12,46,-19,7,2,-8
PPARg SRC1 recr,15,6,-3,0,0,4,6,-6
PPARg SRC-3 ag,-9,2,4,-5,7,3,8,1
HMGR II inh,2,-2,5,2,-2,-3,0,-10

Some entries already given, limited to ROMK primary, SRC2 TRFRET art and S1P3 antag:
no. | SMILES | ROMK primary | SRC2 TRFRET art | S1P3 antag
1 | C=CCSC1=N/C(=C\C=C\c2ccco2)C(=O)S1 | 0.0011 | 1615 | -31
2 | COc1cccc(CNc2ccccc2O)c1OCc1ccccc1F | 1.2 | 1724 | -18
3 | CC(C)CN(C(=O)CN1CCN(c2ccc(O)cc2)CC1)c1c(N)n(CC(C)C)c(=O)[nH]c1=O | 0.006 | 1572 | 7
4 | COc1ccc(NC(=S)N2CCN(C(=O)C3CCCO3)CC2)c(OC)c1 (stereo not drawn) | 0.14 | 1572 | -23
5 | C=CCNc1cc(C)oc(=O)c1C(=O)CC | 0.068 | 1380 | -2

Of the compounds above, these have sulfur:
1. C=CCSC1=N/C(=C\C=C\c2ccco2)C(=O)S1
4. COc1ccc(NC(=S)N2CCN(C(=O)C3CCCO3)CC2)c(OC)c1 (stereo not drawn)
8. Cc1ccc(NC(=S)N2CCCC2)cc1
Screen / compound no.,1,4,8
S1P3 antag,-31,-23,3
SRC2 TRFRET art,1615,1572,1467
RAM network inh,1.0,0.8,-0.9
ROMK primary,0.0011,0.14,0.58
PPARg SRC2 recr,0,-4,-4
Redox H2O2 prof,-3.1,-0.1,-0.5
Lmaj promast,1,25,-4
bIAP inhibitor,4,46,-8
PPARg SRC1 recr,15,0,-6
PPARg SRC-3 ag,-9,-5,1
HMGR II inh,2,2,-10

The results go on:
9. O=C(CSc1ncnc2ccccc12)c1ccco1
10. Cc1cccc(NC(=O)/C=C/c2ccc3c(c2)OCO3)n1
11. CCCC(=O)Nc1ccc(NC(=O)CCc2ccccc2)cn1
12. COc1ccc(CCNC(=O)Cn2cccc2C(=O)c2ccccc2)c(OC)c1
13. Cc1ccc(C(=O)N2CCN(c3ccccn3)CC2)cc1[N+](=O)[O-]
14. Cc1cc(C)n(CC(C)NC(=O)CCc2nnc(CCc3ccccc3)o2)n1 (stereo not drawn)
15. Cc1ccc(-n2nc3c(c2NC(=O)c2c(-c4ccccc4Cl)noc2C)CS(=O)(=O)C3)c(C)c1
16. COc1ccc(CC(=O)N2CC(C)CC(C)C2)cc1OC (stereo not drawn)
Screen / compound no.,9,10,11,12,13,14,15,16
S1P3 antag,-38,-5,-10,9,10,0,x,x
SRC2 TRFRET art,1837,1492,1450,1584,1649,1380,1639,1572
RAM network inh,1.1,-0.2,1.6,3.9,1.5,-0.8,0.3,1.1
ROMK primary,-0.029,x,x,0.41,-0.57,x,x,x
PPARg SRC2 recr,-2,10,-5,-3,8,-3,-4,9
Redox H2O2 prof,-0.5,-0.4,1.6,-0.1,-2.5,-0.8,-0.1,0.5
Lmaj promast,-6,13,0,45,-3,-7,16,-5
bIAP inhibitor,7,-26,8,1,-1,-1,-1,-3
PPARg SRC1 recr,2,3,-4,1,-4,2,-4,4
PPARg SRC-3 ag,3,2,5,7,2,3,-2,3
HMGR II inh,-1,0,-1,-1,10*,2,4,-1

17. O=C(NCCc1ccccc1)c1ccc(-c2ccc(F)cc2)o1
18. Cc1cc(C)cc(N(CC(=O)N2CC=C(c3ccccc3)CC2)S(=O)(=O)c2c(C)noc2C)c1
19. CCc1ccc(C(=O)CSc2nc(C)cc(=O)[nH]2)cc1
20. CC(C)Cn1cc(F)c(=O)n(CC(C)C)c1=O
21. COc1ccc(N2CCc3c(C)nc4c(OC)cc(OC)cc4c32)cc1
22. COCCCNC(=O)c1cc2c(=O)n(C)c3ccccc3c2n1C
23. CCOc1ccc(CNC(=S)N/N=C/c2cccnc2)cc1
24. O=C(c1nn2c(C(F)(F)F)cc(-c3ccco3)nc2c1Br)N1CCCc2ccccc21
Screen / compound no.,17,18,19,20,21,22,23,24
S1P3 antag,-5,x,-41,-15,-1,-27,5,-2
SRC2 TRFRET art,1667,1655,1580,1686,1448,1496,1572,1727
RAM network inh,5.1,3.0,1.2,-0.4,1.4,1.5,0.6,3.7
ROMK primary,0.04,x,0.63,0.84,-1.6,x,-0.95,-0.56
PPARg SRC2 recr,-9,14,13,7,1,2,5,4
Redox H2O2 prof,0.2,-1.6,-0.4,0.0,-0.3,-0.7,1.2,-5.0
Lmaj promast,4,6,-8,23,100*,0,1,9
bIAP inhibitor,19,-11,3,6,10,6,8,6
PPARg SRC1 recr,4,2,2,-1,-2,2,5,12
PPARg SRC-3 ag,2,6,7,4,4,2,4,5
HMGR II inh,-2,2,0,-3,2,-5,-7,1

Complete entries from above. Order of values: S1P3 antag, SRC2 TRFRET art, RAM network inh, ROMK primary, PPARg SRC2 recr, Redox H2O2 prof, Lmaj promast, bIAP inhibitor, PPARg SRC1 recr, PPARg SRC-3 ag, HMGR II inh
Shown for CC(C)Cn1cc(F)c(=O)n(CC(C)C)c1=O = -15, 1686, -0.4, 0.84, 7, 0.0, 23, 6, -1, 4, -3
Shown for CCOc1ccc(CNC(=S)N/N=C/c2cccnc2)cc1 = 5, 1572, 0.6, -0.95, 5, 1.2, 1, 8, 5, 4, -7
